Compound activity deposited in PubChem BioAssay by National Center for Advancing Translational Sciences (NCATS).
ALDH1A1 inh: blocks purified human ALDH1A1 activity; 220,000 compounds, 7.3% hits; Potency, µM (titrated, usually from 75.3 µM), for inactives: top-dose activity, negative = inhibition, most hits filed as inhibitors; Purified ALDH1A1, NADH fluorescence, propionaldehyde substrate; active = well fitted inhibition curve with a large enough effect, not every such curve was filed as active; inconclusive = small, poorly fitted or top-dose-only effect, or another doubt; inactive = no such curve, though single readings can be large or run the other way;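 also: plate controls were no enzyme wells and a reference inhibitor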
Target sequence (P00352 whole entry, looked up): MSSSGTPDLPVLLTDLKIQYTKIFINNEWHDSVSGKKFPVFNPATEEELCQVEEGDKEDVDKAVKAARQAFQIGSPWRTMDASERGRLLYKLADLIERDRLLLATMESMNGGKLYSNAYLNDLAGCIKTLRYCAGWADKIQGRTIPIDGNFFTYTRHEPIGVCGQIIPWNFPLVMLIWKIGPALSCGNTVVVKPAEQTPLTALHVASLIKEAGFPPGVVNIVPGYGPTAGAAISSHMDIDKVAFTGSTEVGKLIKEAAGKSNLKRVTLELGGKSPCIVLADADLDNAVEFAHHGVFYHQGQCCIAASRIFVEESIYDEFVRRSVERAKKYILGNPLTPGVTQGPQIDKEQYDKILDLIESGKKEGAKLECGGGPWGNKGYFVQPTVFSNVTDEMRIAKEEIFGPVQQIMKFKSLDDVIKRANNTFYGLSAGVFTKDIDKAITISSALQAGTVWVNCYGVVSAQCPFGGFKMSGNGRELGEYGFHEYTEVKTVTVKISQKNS
Tau ThT inhib: blocks human tau fibril formation measured by thioflavin T; P10636; recombinant tau K18 P301L, heparin-induced fibrillization, ThT fluorescence; Potency, µM (series often up to 57.4 µM), inactives show at the highest dose activity, negative = inhibition, most hits filed as inhibitors; 270,000 compounds, 2.1% hits; also: % is scaled to controls: 0 for no effect and ±100 for the full control effect; nearly all actives have a fitted effect of over 55% in size
Target sequence (P10636 561-689 P618L limits assumed): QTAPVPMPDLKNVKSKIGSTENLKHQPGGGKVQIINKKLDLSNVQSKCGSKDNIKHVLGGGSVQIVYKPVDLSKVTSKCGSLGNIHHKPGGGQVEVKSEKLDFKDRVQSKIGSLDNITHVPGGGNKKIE
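ThT emission at 510 nm, taken 1 hr after adding 30 uM dye, quantifies aggregates formed when 20 uM heparin acts on human tau K18 P301L for 6 hr at 37 C.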
HTT ATP protect: Huntington cell model cytoprotection by ATP luminescence | PC12 HTT-Q103 induced, cytoprotection, ATP luminescence, 40 h | Potency, µM (top dose mostly 56.4 µM), for inactives: cytoprotection (ATP increase), most hits filed as activators | 230,000 compounds, 0.14% hits | AID 1471;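 also: % of control where 0% means no effect; nearly all actives have a fitted effect of over 45% in size; toxic huntingtin expression switched on by the ecdysone agonist tebufenozide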
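Huntington model: PC12 line, ecdysone-inducible HTTQ103 exon1–GFP, tebufenozide 100 nM. Test articles in a dose series. Endpoint luminescence from cellular ATP.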
Tau fibril FP: tau fibrillization inhibition (FP). Potency, µM (doses to about 57.7 µM), inactives show at the top dose activity, negative = inhibition, actives largely listed as inhibitors. K18 P301L tau heparin fibrillization, Alexa594 FP, 6 h. 280,000 compounds, 0.39% hits; also: % is scaled to controls: 0 for no effect and ±100 for the full control effect; nearly all actives have a fitted effect of over 55% in size
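FP of Alexa 594-tau after heparin (20 uM) induction. Substrate: human K18 P301L, 15 uM unlabeled, 0.24 uM labeled. Buffer 100 mM sodium acetate pH 7. 6 hr, 37 C.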
Tau fluor cs: counter-screen for tau fibril formation inhibitors; tau K18 P301L Alexa594 fluorescence, heparin fibrillization; Potency, µM (series often up to 57.7 µM), for the others: at the top dose activity change, negative = decrease; 280,000 compounds, 0.93% hits; also: % is scaled to controls: 0 for no effect and ±100 for the full control effect; nearly all actives have a fitted effect of over 55% in size
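Human tau K18 P301L (15 uM unlabeled, 0.24 uM Alexa 594-labeled) in 100 mM sodium acetate pH 7 with 20 uM heparin, 6 hr at 37 C. ThT 30 uM added, 1 hr ambient; Alexa 594 FP and total fluorescence read at 555/632 nm.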
HTT aggregate: inhibitors of mutant huntingtin aggregate formation in PC12 cells; 220,000 compounds, 1.1% hits; PC12 HttQ103-GFP aggregates, Acumen cytometry, 40 h; AID 1688; Potency, µM (series often up to 46.1 µM), inactives show at the highest dose activity change, negative = inhibition, usual class: inhibitors; also: % is scaled to controls: 0 for no effect and ±100 for the full control effect; nearly all actives have a fitted effect of over 60% in size
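Quantitative HTS on tebufenozide-induced (100 nM) PC12 cells stably expressing polyQ103 Huntingtin exon 1–GFP. Reduction of bright GFP aggregates, detected by laser scanning cytometry after lysis, identified actives across the titration.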
KDM4E inh: blocks human JMJD2E demethylase activity; 230,000 compounds, 1.6% hits; B2RXH2; AID 2147; JMJD2E catalytic domain, FDH-coupled NADH fluorescence (FDH is formaldehyde dehydrogenase); Potency, µM (titrated, usually from 57.1 µM), for inactives: at the highest dose activity change, negative = inhibition, hits mostly inhibitors; active = well fitted inhibition curve with a large enough effect, not every such curve was filed as active; inconclusive = small, poorly fitted or top-dose-only effect, or another doubt; inactive = no such curve, though single readings can be large or run the other way;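 also: 0% = wells with enzyme and -100% = buffer wells without enzyme; nearly all actives have a fitted effect of over 50% in size; many of its hits are not listed in these tables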
Target sequence (B2RXH2 1-337 limits assumed): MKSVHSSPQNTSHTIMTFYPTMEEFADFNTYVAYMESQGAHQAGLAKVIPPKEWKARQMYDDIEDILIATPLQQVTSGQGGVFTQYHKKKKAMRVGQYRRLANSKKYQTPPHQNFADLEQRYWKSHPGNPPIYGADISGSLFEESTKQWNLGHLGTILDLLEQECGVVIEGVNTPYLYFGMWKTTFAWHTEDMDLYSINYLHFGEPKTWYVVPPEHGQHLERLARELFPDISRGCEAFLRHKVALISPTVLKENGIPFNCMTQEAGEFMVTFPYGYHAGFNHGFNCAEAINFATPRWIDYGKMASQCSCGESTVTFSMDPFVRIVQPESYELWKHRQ
SMN2 splice up: increases expression of the SMN2 splice variant. 210,000 compounds, 2.8% hits. HEK293 SMN2-luciferase splicing reporter, luminescence, 30-36 h. AID 1458. Potency, µM (titrated, usually from 46.1 µM), without a hit: top-dose activity change, positive = activation, most hits filed as activators; also: % of control where 0% means no effect; nearly all actives have a fitted effect of over 55% in size
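HEK293 cells carry an SMN2 […]–luciferase reporter in which exon 7 inclusion puts luciferase in frame. Cells were plated 10-12 h before compound addition, then incubated 30-36 h at 37C. ONE-Glo luminescence was read; sodium butyrate at 4.5 mM final served as control.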
* hit, by the source's call; i = inactive; ? = inconclusive; / = no result given; & = joins results of further samples; [ ] = remark or other dose. Unless noted, calls follow the shape of the dose curve; as a rule, active = well fitted curve in the direction sought with a large enough effect; inconclusive = small, poorly fitted or top-dose-only effect, or another doubt; inactive = no such curve, though single readings can be large; an effect the other way counts as inactive or inconclusive. Potency is read from the fitted curve at half-maximal effect. This is a subset; rates above refer to the full screens.

smiles | ALDH1A1 inh | Tau ThT inhib | HTT ATP protect | Tau fibril FP | Tau fluor cs | HTT aggregate | KDM4E inh | SMN2 splice up
Cc1ccc(NC(=O)C2CCCN2S(=O)(=O)c2cccc3nsnc23)cc1Cl (stereo unspecified) | / | -16% | / | 3% | ? | / | / | -43%[inhibitor]
CC(C)c1ccc(C2C3=C(CC(C)(C)CC3=O)NC3=C2C(=O)c2ccccc23)cc1 (stereo unspecified) | -3% | ? | -36% | ? | ? | ? | -6% | -11%
Cc1cc2ncn(C(=O)N3CCCC3)c2cc1C | -6% | -2% | -2%[10 µM] | -7% | 2% | 7% | 4% | 3%
c1ccc(CCCc2nc(-c3ccccn3)no2)cc1 | 4% | -2% | 2%[10 µM] | 1% | 3% | 0% | 2% | 20µM*
CC(C)(C)C1CCc2c(sc(NC(=O)c3ccccc3F)c2C(=O)N2CCCCC2)C1 (stereo unspecified) | / | -19% | / | -2% | -16% | / | / | 5%
O=C(NCC1CCCO1)c1ccc2c(=O)n(-c3ccccc3)c(=S)[nH]c2c1 (stereo unspecified) | ? | -2% | -11% | -4% | -4% | -20% | 6% | -45%[inhibitor]
NC(=O)CCn1cnc2ccccc21 | 8% | 4% | 3%[10 µM] | -2% | -1% | -15%[9.22 µM] | -5% | /
NS(=O)(=O)c1cccc(NC(=O)CSc2nc3ccccc3c(=O)n2CCCN2CCOCC2)c1 | 19% | -12% | -5%[10 µM] | -3% | -15% | 16% | 17% | 2%
S=C(Nc1ccc(Cl)cc1)N(CCCN1CCOCC1)Cc1ccco1 | -9% | 5% | -58%[inhibitor][10 µM] | 6% | -5% | -6% | 12% | -9%[1.84 µM]
CCOC(=O)c1c(/N=C/c2cc([N+](=O)[O-])ccc2O)sc(C)c1C | 20µM* | ? | 8%[10 µM] | 11% | ? | ? | -2% | 3%
Cc1cc(C(=O)N/N=C/c2sccc2C)no1 | -5% | ? | 5%[10 µM] | -4% | -3% | -11% | -1% | ?
COc1ccc(CNC(=O)[C@H](C)[C@@H]2C[C@@]2(C)[C@@H](NC(=O)OCc2ccccc2)c2ccccc2)cc1OC | -4%&-2% | 7%&-12% | -11% | 3%&2% | 7%&-9% | -9% | -3%&3% | ?
COc1cc(NC(=O)C(Cc2ccccc2)n2cccc2)cc(OC)c1 (stereo unspecified) | / | / | 22%[10 µM] | -15% | ? | 0%[9.22 µM] | -4% | /
COC(=O)c1c(C)oc(C)c1S(=O)(=O)NCc1ccco1 | -6% | -7% | 6%[10 µM] | 3% | -2% | 2%[9.22 µM] | -2% | /
COc1ccc(-c2cn3cc(C)ccc3n2)cc1OC | ? | ? | -126%[inhibitor][4.97 µM] | -9% | -8% | ? | ? | 4µM*
CSc1cccc(NC(=O)CSc2nc3ccccc3o2)c1 | ? | -6% | -6% | ? | ? | -5% | 3% | 27%
Cc1ccn2c(c1)nc(=S)n2C(=O)c1ccccc1 | ? | ? | / | ? | -21% | ? | 2% | 0.5µM*
NNC(=O)c1sccc1OCc1cccc(C(F)(F)F)c1 | ? | -19% | -22% | -9% | -15% | -17% | -4% | -16%
CCN(C(=O)CCc1nc(-c2ccccc2F)no1)c1cc(OC)ccc1OC | ? | -4% | 5%[10 µM] | -3% | -2% | -11% | 5% | -26%
Cc1ccc(NS(=O)(=O)c2cc(C(=O)Nc3cccc([N+](=O)[O-])c3)ccc2C)cc1 | -15% | 4% | -16%[10 µM] | 10% | ? | 14% | -2% | /
Cc1ccc(-c2nn3c(C)nnc3c3ccccc23)cc1S(=O)(=O)N(C)CCO | 18% | -7% | -17% | -8% | -9% | 25%[9.22 µM] | ? | ?
O=C(CCc1nnc(Cc2c[nH]c3ccccc23)o1)NC(C1CC1)C1CC1 | -2% | -12% | 12%[10 µM] | 9% | -8% | 8%[9.22 µM] | -2% | -11%
O=C(CCN1CCN(C/C=C/c2ccccc2)CC1)Nc1ccc(Cl)cc1 | -5% | -10% | 33%[10 µM] | -7% | -25% | 23% | -12% | /
CCN1CCn2c3c(c4cc(C)ccc42)CCCC31 (stereo unspecified) | 1% | -14% | -7% | 6% | -7% | 18% | ? | -8%
Cc1cc2c(cc1C)-c1c(ssc1=Nc1ccc(S(N)(=O)=O)cc1)C(C)(C)N2 | -2% | ? | -43%[inhibitor] | 12% | ? | -25% | -5% | -14%
O=C(CCl)Nc1cccn2ncnc12 | 3.2µM* | -12% | -73%[inhibitor] | 2% | -6% | 20µM* | ? | 13%
CCCCC(=O)N1CC(=O)Nc2ccc(F)cc2C1c1ccc(F)cc1 (stereo unspecified) | / | -5% | / | 1% | -9% | / | / | 10%
CC1(c2nnc(-c3ccc(Cl)cc3)o2)CC(c2ccc([N+](=O)[O-])cc2)=NO1 (stereo unspecified) | / | -12% | 13%[10 µM] | 7% | -12% | -33%[9.22 µM] | -21% | /
COc1ccc(OCCNC(=O)c2cccc(Oc3ccc(C(F)(F)F)cc3[N+](=O)[O-])c2)cc1 | 0% | -8% | 15%[10 µM] | 5% | -25% | -8% | 13% | -66%[inhibitor]
COc1ccc(/C=N/NC(=O)c2ccccc2[N+](=O)[O-])cc1CN1CCc2cc(OC)c(OC)cc2C1C (stereo unspecified) | 6% | -9% | -22% | 10% | -12% | 10% | -5% | -14%
C=C(C)C1CC=C(CN2CC(C)OC(C)C2)CC1 (stereo unspecified) | ? | -6% | 22% | 3% | 0% | 15%[9.22 µM] | ? | -10%
COc1ccc(NC(=O)CC2(CC(=O)O)CCCC2)cn1 | ? | -3% | -18% | -1% | -1% | 12% | 0% | 0%
CCOC(=O)C1C2C=CC3(CN(Cc4ccco4)C(=O)C13)O2 (stereo unspecified) | ? | ? | 8%[10 µM] | -10% | -7% | 7% | 3% | 5%
CCCOC(=O)c1ccc(-c2ccc(C=O)o2)cc1 | i | ? | -3%[10 µM] | -2% | -12% | -9% | -9% | 1.3µM*
COc1cccc(CNc2nc3ccccc3c3nc(-c4cccc(C)c4)nn23)c1 | / | -1% | / | -18% | ? | / | / | ?
CC(C)C[C@H](N)CSSC[C@@H](N)CC(C)C | 2% | 5µM* | -26%[1.9 µM] | ? | -15% | / | -2% | ?
CC(=O)Nc1cccc(/C(C)=N\NC(=O)c2ccc(Cn3nc([N+](=O)[O-])c(Cl)c3C)o2)c1 | 9% | -15% | 2%[10 µM] | 4% | -18% | 7% | 7% | 10%
Cc1cc2oc(C(=O)Nc3ccc(S(=O)(=O)N4CCCC(C)C4)cc3)cc(=O)c2cc1Cl (stereo unspecified) | 9% | 13% | -7%[10 µM] | ? | -27% | -23% | 30% | -7%
Cc1cc(C)cc(C(=O)NCC(=O)OCC(=O)N(C)C2CCS(=O)(=O)C2)c1 (stereo unspecified) | -3% | -4% | -3%[10 µM] | 2% | -5% | 6% | -7% | -17%
COC(=O)NCN1C(=O)C2C3C=CC(C3)C2C1=O (stereo unspecified) | -7% | 9% | -4% | -3% | -2% | 18% | -2% | -70%[inhibitor]
CCn1c(SCC(=O)NNC(=O)c2ccc(C)cc2)nnc1-c1ccco1 | -1% | 7% | -21%[10 µM] | -6% | 0% | -9%[9.22 µM] | -5% | -2%
N#Cc1cc2c(nc1SCc1ccc(Cl)cc1)CCCC2 | ? | 1% | -33%[10 µM] | 0% | -4% | -5% | -17% | 4%
CCOc1ccccc1Nc1ccc(C(=O)O)cc1[N+](=O)[O-] | 4% | ? | 16% | 1% | -8% | -19% | -15% | /
COc1ccc(S(=O)(=O)N(NC2=NS(=O)(=O)c3ccccc32)C(=O)C(C)C)cc1 | 2% | -1% | -58%[inhibitor] | -2% | -2% | 0% | 2% | 17%
O=C(/C=C/c1ccc(O)c(O)c1)OC(Cc1ccc(O)c(O)c1)C(=O)O (stereo unspecified) | -15%&-9% | -15% | ? | -8%&7% | ? | / | 4µM* | 9%
COCCN(C(=O)CCl)C(C(=O)NC1CCCCC1)c1ccccc1C (stereo unspecified) | 16% | -13% | -58%[inhibitor][10 µM] | ? | -3% | ? | 11% | ?
CCOC(=O)N1CCN(C(=O)C2CCN(S(=O)(=O)c3ccc(OC)cc3)CC2)CC1 | 1% | -2% | 5%[10 µM] | 4%[2.34 µM] | 4%[2.34 µM] | 5%[9.22 µM] | 12% | /
Cc1cccc(N(C(=O)c2csnn2)C(C(=O)NC(C)(C)C)c2ccncc2)c1 (stereo unspecified) | 0% | 2% | 11% | -4% | 1% | 7% | -2% | 10%
[O-]c1n[n+](-c2ccc(Cl)cc2Cl)cc2ccccc12 | -10% | 4% | -26% | 3% | 1% | ? | -8% | -4%
CC(=O)Nc1cccc(-c2nnc(SCC(=O)c3ccc([N+](=O)[O-])cc3)o2)c1 | / | ? | / | -3% | -23% | / | / | -44%[inhibitor]
CCOc1ccc(OCc2ccc(C(=O)N(CC)CC)cc2)cc1 | ? | ? | / | 2% | -3% | -29% | -2% | 24%
CN(Cc1cccs1)C(=O)Cc1c[nH]c2ccccc12 | 3% | -7% | 3%[10 µM] | -1% | -10% | -12% | 0% | 6%
COc1ccc(C2=Nn3c(nnc3-c3ccco3)SC2)cc1 | ? | ? | -24% | -3% | -12% | 9%[9.22 µM] | -6% | 9%
COc1ccc(NC(=O)c2cc(OC)c(OC)c(OC)c2Br)cc1OC | 11% | 2% | 6%[10 µM] | 0% | 4% | -11% | -3% | -1%
COc1cccc(OCCOCCOc2ccc(C)cc2[N+](=O)[O-])c1 | ? | ? | / | 1% | -29% | -4% | 1% | 6%

Arranged by molar mass (descending): 3 of the compounds above
smiles | ALDH1A1 inh | Tau ThT inhib | HTT ATP protect | Tau fibril FP | Tau fluor cs | HTT aggregate | KDM4E inh | SMN2 splice up
COc1ccc(NC(=O)c2cc(OC)c(OC)c(OC)c2Br)cc1OC | 11% | 2% | 6%[10 µM] | 0% | 4% | -11% | -3% | -1%
COCCN(C(=O)CCl)C(C(=O)NC1CCCCC1)c1ccccc1C (stereo unspecified) | 16% | -13% | -58%[inhibitor][10 µM] | ? | -3% | ? | 11% | ?
COc1cccc(OCCOCCOc2ccc(C)cc2[N+](=O)[O-])c1 | ? | ? | / | 1% | -29% | -4% | 1% | 6%
